Source: PubChem BioAssay (several laboratories)
zfTRPN1 agonist – zebrafish TRPN1 channel agonists, primary screen, cell-based, HEK293, calcium fluorescence; transient receptor potential cation channel N1 (TRPN1/NompC), Danio rerio; HEK293 zebrafish TRPN1-YFP, Fluo-8 calcium fluorescence; 100% = response to 87 µM carbachol; activation, % at 3 µM; hit rate 0.18% among 220,000; AID 1424, 2008;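 active = activation above its plate's cutoff, the mean activation of test wells on that plate plus 3 SD, cut at about 19% in these data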;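 also: 0% = DMSO alone and 100% = 87 µM carbachol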
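Material: zebrafish TRPN1-YFP in HEK293 cells. Doses: one dose of 3 µM, 0.3% DMSO. Incubation: dye 1 h 37 °C plus 30 min RT. Measured by: intracellular calcium fluorescence with Fluo-8.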
S1P4 antag – S1P4 receptor antagonists, primary screen, cell-based; Sphingosine 1-phosphate receptor 4 (Homo sapiens), O95977; S1P4-expressing cells, antagonist mode, reporter read-out; inhibition, % at 4.98 µM; hit rate 0.26% among 220,000; in the data active = inhibition above about 29%;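 also: 0% = wells stimulated with agonist and 100% = vehicle wells without agonist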
Target sequence (O95977 whole entry, looked up): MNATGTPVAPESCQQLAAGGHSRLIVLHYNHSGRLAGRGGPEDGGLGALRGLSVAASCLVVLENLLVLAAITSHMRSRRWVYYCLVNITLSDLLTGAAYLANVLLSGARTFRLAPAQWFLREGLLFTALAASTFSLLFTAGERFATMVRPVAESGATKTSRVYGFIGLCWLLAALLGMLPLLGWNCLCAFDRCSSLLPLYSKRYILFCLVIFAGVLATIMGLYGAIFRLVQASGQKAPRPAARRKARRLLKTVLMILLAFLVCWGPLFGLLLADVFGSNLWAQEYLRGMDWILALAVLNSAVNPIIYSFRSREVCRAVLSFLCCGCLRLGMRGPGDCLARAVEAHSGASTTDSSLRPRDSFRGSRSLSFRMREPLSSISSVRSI
TRPML3 ag – human TRPML3 channel agonists, primary screen, cell-based, HEK293 TRPML3-YFP, Fluo-8 calcium fluorescence, 3 µM. hit rate 0.29% among 220,000. activation, % at 3 µM. AID 1448, 2008. 100% = the carbachol control signal;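 active = activation above its plate's cutoff, the mean activation of the plate's test wells plus 3 SD, cut at about 12% in these data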;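 also: 0% = DMSO only wells and 100% = carbachol wells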
Target sequence (Q8TDD5 whole entry, looked up): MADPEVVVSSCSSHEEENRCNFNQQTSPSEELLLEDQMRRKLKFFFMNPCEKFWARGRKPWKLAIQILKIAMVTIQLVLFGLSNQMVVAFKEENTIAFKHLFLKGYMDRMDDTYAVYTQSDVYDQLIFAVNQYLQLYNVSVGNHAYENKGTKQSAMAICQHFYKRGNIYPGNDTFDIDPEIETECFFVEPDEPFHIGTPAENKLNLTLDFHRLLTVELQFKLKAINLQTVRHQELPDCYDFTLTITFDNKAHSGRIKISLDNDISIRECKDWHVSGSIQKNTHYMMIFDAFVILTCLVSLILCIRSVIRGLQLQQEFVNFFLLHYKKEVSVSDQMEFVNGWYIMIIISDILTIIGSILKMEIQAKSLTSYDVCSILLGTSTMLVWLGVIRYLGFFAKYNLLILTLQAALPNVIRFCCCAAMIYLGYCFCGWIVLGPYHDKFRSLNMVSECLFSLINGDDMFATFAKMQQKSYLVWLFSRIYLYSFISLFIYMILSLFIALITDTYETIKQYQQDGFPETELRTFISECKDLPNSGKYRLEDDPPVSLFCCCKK
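Material: TRPML3-YFP stable HEK293 cells | Dosing: One concentration, 3 µM nominal, 0.3% DMSO | Timing: 125 s total fluorescence read per well | Technique: Fluo-8 calcium dye fluorescence, ex 470-495, em 515-575 nm | Measure: Percent activation from peak-to-basal fluorescence ratio, scaled between DMSO and carbachol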
BaF3 parental – parental Ba/F3 cell viability inhibition, counter-screen for JAK2V617F inhibitor project, murine pro-B, CellTiter-Glo luminescence. CellTiter-Glo ATP luminescence. inhibition, % at 5.6 µM. hit rate 1.1% among 220,000. AID 1486, 2009;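 active = inhibition above a per-campaign cutoff, the mean inhibition of all tested compounds plus 3 SD, cut at about 27% in these data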;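 also: 0% = DMSO wells and 100% = JAK Inhibitor I control wells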
PERK inh – block of dimerizer-induced PERK translation repression, primary screen, PERK inhibitor project, CHO PERK-DD cells, SEAP luminescence, HTS | Eukaryotic translation initiation factor 2-alpha kinase 3 (Homo sapiens), Q9NZJ5 | CHO PERK-DD fusion, SEAP luminescence translation reporter | inhibition, % at 5.6 µM | hit rate 0.17% among 220,000;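 active = inhibition above the mean inhibition of all tested compounds plus 3 SD, set separately per screening campaign, cut at about 2.9% in these data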;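 also: PERK kinase domain activated by AP20187 dimerizer at 100 nM; 0% = DMSO with dimerizer and 100% = rapamycin at 8.4 µM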
Ba/F3 V617F tox – reduced viability of JAK2V617F-dependent Ba/F3 cells, primary screen, JAK2V617F inhibitor project, cell-based, Ba/F3 EpoR-JAK2V617F, luminescence. hit rate 1.1% among 220,000. ATP luminescence. inhibition, % at 5.6 µM;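 active = inhibition above the campaign mean plus 3 SD over all tested compounds, cut at about 24% in these data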;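 also: cytokine-independent growth of Ba/F3 cells driven by EpoR plus mutant JAK2; 0% = DMSO-treated cells and 100% = JAK inhibitor I control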
S1P4 ag – S1P4 receptor agonists, primary screen, cell-based. Sphingosine 1-phosphate receptor 4 (Homo sapiens), O95977. hit rate 0.35% among 220,000. AID 1509, 2009. activation, % at 4.98 µM. S1P4-expressing cell line, agonist reporter assay; in the data active = activation above about 11%;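 also: 0% = DMSO vehicle and 100% = reference agonist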
Calpain2 inh – inhibitors of pig calpain II, primary screen, biochemical, fluorogenic peptide substrate, 1536-well; purified calpain II, 30 min; inhibition, % at 16 µM; hit rate 0.37% among 220,000; AID 1236, 2008;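 active = inhibition above about 50%, limit read from the data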
EP2 modulator – EP2 receptor modulators, cAMP readout, primary screen, cell-based, HTRF cAMP, PGE2 stimulation | Prostaglandin E2 receptor EP2 subtype (Homo sapiens), P43116 | EP2-expressing cells, cAMP HTRF FRET, PGE2 co-stimulation | induction, % at 25 µM | hit rate 0.83% among 260,000 | AID 940, 2007;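 active = compounds whose cAMP rise, as percent of the full-agonist control response, exceeds 60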;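 also: rat C6 glioma line stably carrying human EP2 under a CMV promoter; the protocol text gives 20 µM as final concentration; 100% = response of wells given 1 µM PGE2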
* = called active by the depositor; i = inactive; . = not tested or not shown.

No.	structure	zfTRPN1 agonist	S1P4 antag	TRPML3 ag	BaF3 parental	PERK inh
1	CC(C(=O)Nc1ccc(Br)cc1C(=O)c1ccccc1)N1CCCCC1 (stereo not drawn)	-1.2	-15	-0.8	-1	-0.2
2	CC(C)CCOC(=O)c1c(N)n(CC2CCCO2)c2nc3ccccc3nc12 (stereo not drawn)	-1.7	5	-0.8	2	-0.2
3	Cc1oc(-c2cccs2)nc1CSCC(=O)N1CCC2(CC1)OCCO2	1.5	-11	1.0	14	0.0
4	CN1C(=O)C(=Cc2ccccc2OCc2ccc(Cl)cc2)C(=O)N(C)C1=O	-1.6	-6	-0.8	8	0.4
5	CC(=NCc1cccnc1)c1c(O)n(-c2ccccc2)c(=O)[nH]c1=O	0.6	-2	0.1	6	1.4
6	CCN(CC)C(=O)c1ccc(NC(=O)Nc2ccccc2F)cc1	-0.2	-19	0.5	43*	0.8
7	O=C(O)[C@H]1NC[C@H]2C[C@H]21	0.8	0	0.6	1	-0.4
8	Cn1c(O)c(/C=N/N2CCCCC2)c(=O)[nH]c1=O	0.3	-20	0.8	2	0.8
9	O=C(CN1CCCCC1)c1ccccc1F	0.9	0	0.0	1	-0.4
10	CCCN(CC#CCO)CCC	0.3	-25	0.3	5	0.0

No.	Ba/F3 V617F tox	S1P4 ag	Calpain2 inh	EP2 modulator
1	-1	0.6	18	56
2	-5	1.4	i	29
3	5	-3.2	-88	-1
4	0	-0.5	-7	13
5	1	-0.3	-6	14
6	43*	-0.3	5	-25
7	2	1.8	-6	1
8	1	2.0	9	31
9	4	0.5	15	-11
10	1	3.0	-15	11

(further entries)
No.	structure	zfTRPN1 agonist	S1P4 antag	TRPML3 ag	BaF3 parental	PERK inh
11	CCN1CCN(Cc2ccccc2C)CC1	-0.2	-14	0.7	6	-0.3
12	CN1CC=C2C(C#N)=C(N)C(C#N)(C#N)C(c3ccncc3)C2C1 (stereo not drawn)	0.4	-16	0.4	2	1.1
13	O=c1[nH]c(N2CCN(Cc3ccc4c(c3)OCO4)CC2)nc2c1CCC2	-1.0	-6	-0.1	1	1.4
14	Cc1cccc(-n2c(O)c(C=NCc3cccnc3)c(=O)[nH]c2=O)c1C	1.1	-20	0.1	4	1.8
15	O=C(O)CC1OCC=C2CN3CCC45C6=CC(=O)C(=O)C([N+](=O)[O-])=C6NC4C1C2CC35 (stereo not drawn)	1.6	1	0.5	1	0.3
16	CCC(CC)NC1CCCCC1OC (stereo not drawn)	-0.7	-16	0.8	-2	0.3
17	CCN(CC)Cc1c[nH]c2ccccc12	-0.1	1	1.0	3	1.1
18	CC(=O)OC1(c2ccccc2)CCN(C)C2CCCCC21 (stereo not drawn)	0.7	-12	0.8	10	0.2
19	C[C@]12CCC(=O)C=C1CCC1C2CC[C@@]2(C)C1CC[C@@]2(O)CC#N (stereo partly drawn)	1.6	-5	0.9	-1	-0.3
20	COc1ccc(CCN(C)Cc2ccc(F)cc2F)cc1OC	-0.8	3	-0.2	5	-0.1

No.	Ba/F3 V617F tox	S1P4 ag	Calpain2 inh	EP2 modulator
11	2	0.4	4	-7
12	-2	1.6	.	.
13	0	-1.0	31	2
14	-3	0.8	21	1
15	-5	0.8	17	19
16	-5	1.6	1	23
17	2	0.5	-7	28
18	0	-0.1	-14	4
19	1	-0.1	24	13
20	1	-0.2	8	-7

Later entries.
No.	structure	zfTRPN1 agonist	S1P4 antag	TRPML3 ag	BaF3 parental	PERK inh
21	Cc1ccsc1C(=O)C1CCCN(Cc2ccc(O)cc2)C1 (stereo not drawn)	0.5	-7	0.7	7	0.4
22	NC1=NC(=O)C(c2ccccc2)O1 (stereo not drawn)	0.8	0	1.0	-10	0.9
23	CNC(=S)N(C)CCc1cc2c(c(OC)c1C=C1C(=O)NC(=O)NC1=O)OCO2	1.0	-2	1.4	-1	2.1
24	CCOC(=O)C1CCN(/C=C2/C(=O)NC(=O)N(c3ccc(OCC)cc3)C2=O)CC1	1.1	-6	1.1	9	0.8
25	Nc1c2c(nc3sc4c(c13)CCCCC4)CCCC2	-2.7	-8	-0.2	1	-1.1
26	CCC1C(c2ccccc2)NC(c2ccccc2)CC1(O)c1ccc(F)cc1 (stereo not drawn)	-1.3	15	1.2	3	-2.2
27	Cc1ccc(-c2cc(C(=O)N3CCC4(CC3)OCCO4)no2)cc1	-1.3	13	-0.4	1	1.8
28	O=C1NC(=O)N(Cc2ccccc2)C(=O)/C1=C\C=C\c1ccco1	6.5	-20	4.4	6	0.2
29	COC(=O)C[C@]1(C(=O)OC)CN(C#N)N(c2ccc(Cl)cc2)C12c1ccccc1-c1ccccc12	-0.2	55*	-0.5	97*	-1.2
30	Cc1cc(OC(=O)N(C)C)nc(-c2ccc(C)c(Cl)c2)n1	0.0	-22	0.1	3	0.7

No.	Ba/F3 V617F tox	S1P4 ag	Calpain2 inh	EP2 modulator
21	5	0.3	16	1
22	1	0.8	-18	.
23	-2	0.1	-21	14
24	-4	-0.3	-33	11
25	-3	0.6	14	-72
26	-4	-0.5	-2	42
27	-2	-0.7	8	-21
28	3	0.1	-15	-65
29	98*	-0.8	-109	56
30	0	-0.2	0	-2

Next compounds.
No.	structure	zfTRPN1 agonist	S1P4 antag	TRPML3 ag	BaF3 parental	PERK inh
31	O=P(C(Cl)Cl)(N1CCCCC1)N1CCCCC1	0.9	14	1.6	3	1.3
32	CCN(CC)c1ccc(/C=C2/C(=O)NC(=O)N(Cc3ccco3)C2=O)cc1	0.7	-2	0.6	7	1.9
33	COC(=O)OCC12CCC(O1)C1(C)C(=O)OCC21 (stereo not drawn)	0.9	-15	1.0	6	1.2
34	O=[N+]([O-])c1ccc(N2CCNCC2)cc1N1CCCCCC1	1.6	12	0.9	2	0.6
35	Cc1ccc2cc(C=C(C#N)C#N)c(Cl)nc2c1	2.4	-8	1.9	10	0.1
36	Cc1ccccc1N1C(=O)CC(=O)N(c2ccccc2C)C1=O	2.0	4	0.4	0	0.3
37	CCN(CC)S(=O)(=O)c1ccc(NN=C(C#N)C#N)cc1	1.5	-8	1.3	10	-0.5
38	O=C(NCC(c1cccnc1)N1CCN(c2ccccc2)CC1)Oc1ccccc1 (stereo not drawn)	0.8	0	0.1	3	0.0
39	O=C1NC(=O)C(=Cc2ccccc2Oc2ccc(F)cc2)C(=O)N1	-1.1	-28	0.2	2	0.3
40	CCOC(=O)C1C(=O)N(C)C2(C)CC1c1cc(OC)ccc1O2 (stereo not drawn)	-0.2	-18	0.2	5	0.1

No.	Ba/F3 V617F tox	S1P4 ag	Calpain2 inh	EP2 modulator
31	0	-1.9	-6	29
32	4	-1.7	2	-9
33	-4	-0.2	-13	4
34	0	-2.0	0	19
35	1	1.2	-42	-97
36	-3	-1.1	4	24
37	3	-0.7	24	1
38	-2	-0.3	-26	-18
39	-2	1.5	-8	-17
40	1	1.7	9	1

Sorted by length of the SMILES (largest number first): part of the list above
No.	structure	zfTRPN1 agonist	S1P4 antag	TRPML3 ag	BaF3 parental	PERK inh
24	CCOC(=O)C1CCN(/C=C2/C(=O)NC(=O)N(c3ccc(OCC)cc3)C2=O)CC1	1.1	-6	1.1	9	0.8
19	C[C@]12CCC(=O)C=C1CCC1C2CC[C@@]2(C)C1CC[C@@]2(O)CC#N (stereo partly drawn)	1.6	-5	0.9	-1	-0.3
5	CC(=NCc1cccnc1)c1c(O)n(-c2ccccc2)c(=O)[nH]c1=O	0.6	-2	0.1	6	1.4
37	CCN(CC)S(=O)(=O)c1ccc(NN=C(C#N)C#N)cc1	1.5	-8	1.3	10	-0.5
21	Cc1ccsc1C(=O)C1CCCN(Cc2ccc(O)cc2)C1 (stereo not drawn)	0.5	-7	0.7	7	0.4

No.	Ba/F3 V617F tox	S1P4 ag	Calpain2 inh	EP2 modulator
24	-4	-0.3	-33	11
19	1	-0.1	24	13
5	1	-0.3	-6	14
37	3	-0.7	24	1
21	5	0.3	16	1

(continued)
No.	structure	zfTRPN1 agonist	S1P4 antag	TRPML3 ag	BaF3 parental	PERK inh
41	CN1CCC2(O)OCCCC2C1 (stereo not drawn)	-0.8	1	0.3	1	0.8
42	O=c1oc2ccccc2c(O)c1C(c1ccc([N+](=O)[O-])cc1)c1c(O)c2ccccc2oc1=O	0.6	-3	0.5	1	1.5
43	CN1C2C=C(N(C(=O)c3ccc(Cl)cc3)c3ccccc3)CC1CC2 (stereo not drawn)	0.4	-16	-0.3	0	-0.8
44	COc1ccc(-c2cc(=O)c3c(OC)c(OC)c(OC)cc3o2)cc1	1.6	0	0.6	-4	0.6
45	Fc1ccc2c(c1)nnn2C1CCN(Cc2c(Cl)cccc2Cl)CC1	-1.0	-15	0.9	5	-0.9
46	CCN1C(=O)c2ccccc2Sc2ccc(C(=O)N3CCC4(CC3)OCCO4)cc21	1.6	9	0.6	7	-0.7
47	Cc1cc(C)c(C2=NOC(O)(C(F)(F)F)C2)c(=O)[nH]1 (stereo not drawn)	0.3	-1	1.1	0	1.8
48	CCn1c(O)c(C=NCc2cccs2)c(=O)[nH]c1=O	-1.2	-22	1.6	0	0.7

No.	Ba/F3 V617F tox	S1P4 ag	Calpain2 inh	EP2 modulator
41	5	0.9	18	-3
42	-2	2.9	46	9
43	-2	-0.7	27	-28
44	4	0.8	16	-9
45	1	0.9	-1	-2
46	1	-0.9	-42	7
47	-2	-1.6	-13	3
48	-4	0.3	-14	8

A portion of the library; count on the stated rates, not on these rows.
